# HKDC1 inhibitor = HKDC1 (human) hexokinase inhibition. recombinant HKDC1, G6PDH/diaphorase resazurin coupled fluorescence. inhibition, % at 20 µM. hit rate 0.16% among 340,000;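 active = inhibition above about 35% when tested at 20 µM, limit read from the data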;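 also: plate controls were DMSO wells with enzyme for no effect and DMSO wells lacking enzyme for full effect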
# Target sequence (Q2TB90 whole entry, looked up): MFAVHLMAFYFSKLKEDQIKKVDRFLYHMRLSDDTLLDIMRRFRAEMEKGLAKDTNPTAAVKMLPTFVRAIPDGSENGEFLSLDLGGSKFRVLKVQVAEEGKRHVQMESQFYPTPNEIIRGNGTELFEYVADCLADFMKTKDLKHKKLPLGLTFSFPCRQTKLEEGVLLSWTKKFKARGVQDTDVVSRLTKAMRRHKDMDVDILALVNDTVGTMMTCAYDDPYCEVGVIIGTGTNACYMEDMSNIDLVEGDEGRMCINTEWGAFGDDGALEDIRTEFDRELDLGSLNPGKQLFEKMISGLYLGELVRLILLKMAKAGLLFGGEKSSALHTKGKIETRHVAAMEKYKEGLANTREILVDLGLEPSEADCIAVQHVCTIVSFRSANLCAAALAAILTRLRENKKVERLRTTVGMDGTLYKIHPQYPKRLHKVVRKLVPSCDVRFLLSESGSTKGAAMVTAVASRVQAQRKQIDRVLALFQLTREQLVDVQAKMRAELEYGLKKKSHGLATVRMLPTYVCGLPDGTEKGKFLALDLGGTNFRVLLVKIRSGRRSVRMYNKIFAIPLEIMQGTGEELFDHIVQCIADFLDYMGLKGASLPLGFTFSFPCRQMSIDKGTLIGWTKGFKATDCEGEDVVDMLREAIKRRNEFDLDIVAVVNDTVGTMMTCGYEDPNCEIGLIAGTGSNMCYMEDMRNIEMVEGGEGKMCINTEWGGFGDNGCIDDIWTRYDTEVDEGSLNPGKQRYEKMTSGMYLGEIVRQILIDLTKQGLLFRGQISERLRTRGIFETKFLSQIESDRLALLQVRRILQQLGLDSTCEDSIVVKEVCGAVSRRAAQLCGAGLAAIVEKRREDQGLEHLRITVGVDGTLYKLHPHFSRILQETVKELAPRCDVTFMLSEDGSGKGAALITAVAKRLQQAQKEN
#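 Material: recombinant HKDC1 hexokinase; Amount: HKDC1 at 5 µg/mL; Medium: Tris pH 8.0 buffer with MgCl2, Tween-20, BSA, BME; Schedule: 90 min reaction incubation at room temperature, dark; Technique: coupled resazurin fluorescence, excitation 525 nm, emission 613 nm.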
# mIAP activ = increases mouse intestinal alkaline phosphatase activity; hit rate 0.24% among 330,000; muIAP, CDP-Star luminescence, 30 min; hits give high values; 1 = vehicle-only enzyme signal, 0 = enzyme-free wells; activation factor at 10 µM;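 active = activation factor of at least 2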; also: the source names both 10 and 20 µM as test concentration; values of inactives mirror those of a sister screen read the other way
#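 Assay system: mouse IAP enzyme; Reagent: CDP-Star chemiluminescent phosphatase substrate; Compound: DMSO-dissolved test compounds; Incubation: 30 min, room temperature; Technique: luminescence from enzymatic CDP-Star hydrolysis; Controls: DMSO-only wells and no-enzyme negative control.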
# ATG4B inh = blocks human ATG4B protease cleavage of LC3 substrate | hit rate 0.51% among 340,000 | ATG4B cleavage of LC3-PLA2, NBD-HPC fluorescence, 1 h | inhibition, % at 8.33 µM | AID 504462; in the data active = inhibition above about 40%
# mIAP inh = mouse IAP inhibition; purified mouse IAP, CDP-Star luminescence, 30 min; inhibition, % at 10 µM; hit rate 0.2% among 330,000;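 active = inhibition of at least 40% at 10 µM in the primary screen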;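 also: plate controls were DMSO with enzyme for no effect and no enzyme wells for full effect; values of inactives mirror those of a sister screen read the other way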
# A3A deaminase = human APOBEC3A DNA deaminase inhibition. AID 493011. recombinant A3A, FAM/TAMRA ssDNA deamination fluorescence. hit rate 0.41% among 330,000. inhibition, % at 20 µM;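 active = at least 40% inhibition at 20 µM here, with at most 30% in a related deaminase screen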;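 also: plate controls were A3A with DMSO for no effect and wells lacking A3A enzyme for full effect; some results filed as inactive read as strong as hits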
# PfGluPho inh = PfG6PD (Plasmodium falciparum) enzyme inhibition | AID 504690 | hit rate 0.78% among 350,000 | inhibition, % at 20 µM | PfGluPho enzyme, NADPH resazurin-diaphorase fluorescence;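 active = inhibition reaching at least a set limit at 20 µM in the primary screen, cut at about 59% in these data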;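 also: 0% = DMSO wells with substrate and 100% = DMSO wells lacking glucose-6-phosphate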
# hIAP activ = human IAP activation; P09923; purified human IAP, CDP-Star luminescence, 30 min; hits give high values; 1 = vehicle-only enzyme, 0 = enzyme-free background; activation factor at 10 µM; hit rate 0.16% among 330,000; AID 2524;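 active = activation factor of the enzyme at least 2-fold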; also: the source names both 10 and 20 µM as test concentration; values of inactives mirror those of a sister screen read the other way
# hIAP block = human IAP inhibition; P09923; purified IAP, CDP-Star luminescence, 30 min; inhibition, % at 10 µM; hit rate 0.12% among 330,000;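 active = inhibition reaching a set limit with compound at 10 µM in the primary screen, cut at about 35% in these data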;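 also: plate controls were DMSO wells with enzyme for no effect and no-enzyme buffer wells for full effect; values of inactives mirror those of a sister screen read the other way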
# * = called active by the depositor.
PfGluPho inh,mIAP activ,smiles,HKDC1 inhibitor,mIAP inh,hIAP activ,hIAP block,A3A deaminase,ATG4B inh
-12,0.96,CCCC(=O)Nc1nnc(CCOC)s1,-1,4,0.87,13,-5,8
0,0.95,CCCCCCn1c(NCC)nc2c1c(=O)n(C)c(=O)n2C,2,4,1,-3,-2,6
11,0.97,C=CCn1c(COc2ccccc2-c2ccccc2)nnc1SCC(=O)NC(=O)NCc1ccco1,0,3,1,0,1,75*
28,0.88,Cc1cccc(Nc2nc(N)c([N+](=O)[O-])c(N3CCCC(C)C3)n2)c1 (stereo not given),2,12,0.87,13,2,6
15,4*,CC(Cc1cccs1)NC(=O)Nc1ccc(Cl)c(Cl)c1 (stereo not given),0,-301,1,0,-3,1
-8,1,O=C(N[C@H]1C/C=C\C[C@@H](CC(=O)N(CCO)Cc2ccccc2)C(=O)NC[C@H](c2ccccc2)OC1=O)OCC1c2ccccc2-c2ccccc21,3,-2,1,-4,-2,-9
-2,1,COCCCn1c(C(=O)N2CC(C)OC(C)C2)cc2c(=O)n3ccccc3nc21 (stereo not given),-6,-5,1.1,-8,-2,-8
2,0.98,O=C(c1ccc(S(=O)(=O)NCC2CCCO2)cc1)N1CCN(c2ccccc2F)CC1 (stereo not given),-1,2,0.94,6,0,-8
-9,1,O=C(NN=C1CCCCC1)NC1CCCCC1,15,-2,0.93,7,4,3
-5,1.1,Cc1nc(C)c(-c2ccnc(/N=C/NO)n2)s1,3,-10,0.99,1,2,2
-27,0.9,Cc1c(OCC(=O)N2CCC(C(=O)O)CC2)ccc2c1oc(=O)c1ccccc12,-3,10,0.83,17,-2,-12
0,1.1,COc1cccc(-c2c(-c3cc(OC)cc(OC)c3)n(C)c3ccc(-c4cccc5[nH]ccc45)cc23)c1,-2,-14,1.1,-12,-4,5
-5,0.97,C=CC[N+](C)(C)CCCNC(=O)/C=N/O,2,3,1.1,-7,37,5
3,1,CCOC(=O)c1c(S(=O)(=O)N(C)Cc2ccco2)c(C)n(C)c1C,-2,-3,1.2,-18,-9,10
0,1.2,N#CCCN(Cc1cccnc1)C(=O)Nc1cccc(Cl)c1,-1,-20,1.2,-22,-9,6
-14,0.99,CCn1nc(NS(=O)(=O)c2ccccc2)c2cc3cccc(C)c3nc21,-1,1,1.3,-29,-1,-2
1,1,COc1cccc(CN(C)C(=O)c2cc(S(=O)(=O)NCc3ccccc3)ccc2C)c1OC,-1,0,1,-4,-2,8
-13,1.1,COc1ccc(N2CCN(C(=O)c3cc(=O)c4cc(Cl)ccc4o3)CC2)cc1,6,-7,0.88,12,-5,0
-16,1,O=C(CN1CCC(n2nnc3cc(F)ccc32)CC1)NC1CC1,-2,-2,1.4,-38,0,-10
-28,0.88,CC1(C)CC(=O)C2=C(C1)c1c(ccc3ccccc13)NC2c1cc([N+](=O)[O-])cc([N+](=O)[O-])c1O (stereo not given),15,12,0.89,11,0,21
2,0.95,COC(=O)[C@H](Cc1ccccc1)NC(=O)N1CCN(c2ccccc2)CC1,-5,5,1.1,-8,-4,2
5,1.1,Cc1cccc(C)c1OCC(=O)Nc1ccc2c(c1)OCCO2,3,-6,0.82,18,2,13
-4,1,CCN(CCn1cccn1)C(=O)c1ccc(OC2CCN(C(=O)COC)CC2)cc1,-7,-2,0.88,12,-1,2
-1,0.97,O=c1[nH]c(CN2CCN(c3ccccc3)CC2)nc2ccccc12,-1,3,1.1,-10,-4,-7
8,0.91,CC(C)[C@H](NC(=O)N1CC(=O)Nc2ccccc21)C(=O)N[C@H](C(=O)O)c1ccccc1,-7,9,0.88,12,0,-5
-13,1,CC(C)C(=O)Nc1oc(-c2ccccc2)cc1C#N,-5,-4,1,-3,-4,7
0,1,COc1ccc(C2=CC(=O)C[C@H](c3ccc(F)cc3)C2)cc1F,3,0,0.85,15,0,-4
15,1,C[C@H](CO)N1C[C@H](C)[C@H](CN(C)CC2CC2)Oc2ccc(NC(=O)CCN3CCOCC3)cc2C1=O,-7,0,0.87,13,-5,-4
8,1.2,O=S(=O)(c1cccc(Cl)c1)N1CCN(S(=O)(=O)c2ccc3c(c2)OCCO3)CC1,-4,-16,0.82,18,1,-4
5,1.1,O=C(CSc1nncn1-c1cccnc1)Nc1ccccc1C(F)(F)F,-5,-8,1.1,-6,2,-8
-2,0.99,Cc1nn(-c2ccc(F)cc2)c(Cl)c1C(=O)OC(C)C(=O)N(C)C1CCCCC1 (stereo not given),1,1,0.99,1,0,-5
10,1,COC(=O)c1ccc(NC(=O)c2cc(-c3ccncc3)nc3ccccc23)cc1,-4,-1,1,-1,-1,-29
22,0.99,COc1ccc(/C=N/Nc2ccccc2)cc1Cn1nc(C)c([N+](=O)[O-])c1C,-3,1,1,-3,-4,24
13,0.96,O=C(O)CC(C(=O)NCc1ccccc1)C1CCCO1 (stereo not given),-3,4,0.95,5,-2,-2
-9,0.97,CC(NC(=O)c1ccco1)C1CCCO1 (stereo not given),-9,3,0.77,23,-1,4
15,1,CC1=C(C(=O)OCC(C)C)C(c2ccsc2)C2=C(CCCC2=O)N1 (stereo not given),-7,-4,1,-3,-1,-12
12,0.99,Cn1nc(C(=O)OCc2ccc(Br)cc2F)c2ccccc2c1=O,0,1,0.92,8,-3,1
-1,1,CCN1CCN(c2oc(-c3ccc(OC)cc3)nc2C#N)CC1,18,0,1.1,-6,-4,-9
-6,0.91,C=CCNC(=S)NNC(=O)c1ccc(OCCCC)cc1,5,9,2.1*,-108,-4,1
7,1.1,Cc1ccc(Cn2c(C3CCCN3c3nc(-c4ccc(F)cc4)cs3)nc3cc(C(=O)NCCCO)ccc32)cc1 (stereo not given),-5,-11,1.1,-12,-5,-1
3,1.1,COc1cc(C2CC(=O)NC3=C2C(=O)CC(C)(C)C3)cc(OC)c1O (stereo not given),5,-5,0.94,6,2,3
-3,1.1,COc1cccc(-c2nnc(SCc3nc4ccccc4[nH]3)n2N)c1,-9,-6,1.2,-15,1,-3
7,1.1,COc1ccc(C2NC(=O)NC3=C2CCc2ccccc23)cc1 (stereo not given),25,-6,0.99,1,-3,-4
4,0.98,Cc1cc(NC(=O)CCCSc2nc(-c3ccco3)cc(C(F)(F)F)n2)n(-c2ccccc2)n1,-1,2,0.97,3,0,3
-3,1,CCN(CC(=O)Nc1cc(S(=O)(=O)N2CCOCC2)ccc1C)Cc1ccccc1,-1,-3,0.92,8,-3,-6
3,0.94,COc1cc2c(cc1OC)C(C)N(CC(=O)Nc1ccc(C)c(S(=O)(=O)N3CCOCC3)c1)CC2 (stereo not given),-4,6,0.94,6,-5,-6
-19,1,COc1cc(C=C2C(=O)OC(C)(C)OC2=O)cc(Cl)c1OCC(=O)Nc1ccccc1,3,-1,1.2,-16,4,11
26,0.95,COc1cc(/C=N/n2c(-c3ccc4c(c3)NC(=O)CO4)csc2=Nc2cccc(C)c2)ccc1O,-4,5,0.97,3,0,-10

# mIAP activ, what is marked active above
PfGluPho inh,mIAP activ,smiles,HKDC1 inhibitor,mIAP inh,hIAP activ,hIAP block,A3A deaminase,ATG4B inh
15,4*,CC(Cc1cccs1)NC(=O)Nc1ccc(Cl)c(Cl)c1 (stereo not given),0,-301,1,0,-3,1

# Among those listed so far, these contain a halogen.
PfGluPho inh,mIAP activ,smiles,HKDC1 inhibitor,mIAP inh,hIAP activ,hIAP block,A3A deaminase,ATG4B inh
15,4*,CC(Cc1cccs1)NC(=O)Nc1ccc(Cl)c(Cl)c1 (stereo not given),0,-301,1,0,-3,1
2,0.98,O=C(c1ccc(S(=O)(=O)NCC2CCCO2)cc1)N1CCN(c2ccccc2F)CC1 (stereo not given),-1,2,0.94,6,0,-8
0,1.2,N#CCCN(Cc1cccnc1)C(=O)Nc1cccc(Cl)c1,-1,-20,1.2,-22,-9,6
-13,1.1,COc1ccc(N2CCN(C(=O)c3cc(=O)c4cc(Cl)ccc4o3)CC2)cc1,6,-7,0.88,12,-5,0
-16,1,O=C(CN1CCC(n2nnc3cc(F)ccc32)CC1)NC1CC1,-2,-2,1.4,-38,0,-10
0,1,COc1ccc(C2=CC(=O)C[C@H](c3ccc(F)cc3)C2)cc1F,3,0,0.85,15,0,-4
8,1.2,O=S(=O)(c1cccc(Cl)c1)N1CCN(S(=O)(=O)c2ccc3c(c2)OCCO3)CC1,-4,-16,0.82,18,1,-4
5,1.1,O=C(CSc1nncn1-c1cccnc1)Nc1ccccc1C(F)(F)F,-5,-8,1.1,-6,2,-8
-2,0.99,Cc1nn(-c2ccc(F)cc2)c(Cl)c1C(=O)OC(C)C(=O)N(C)C1CCCCC1 (stereo not given),1,1,0.99,1,0,-5
12,0.99,Cn1nc(C(=O)OCc2ccc(Br)cc2F)c2ccccc2c1=O,0,1,0.92,8,-3,1
7,1.1,Cc1ccc(Cn2c(C3CCCN3c3nc(-c4ccc(F)cc4)cs3)nc3cc(C(=O)NCCCO)ccc32)cc1 (stereo not given),-5,-11,1.1,-12,-5,-1
4,0.98,Cc1cc(NC(=O)CCCSc2nc(-c3ccco3)cc(C(F)(F)F)n2)n(-c2ccccc2)n1,-1,2,0.97,3,0,3
-19,1,COc1cc(C=C2C(=O)OC(C)(C)OC2=O)cc(Cl)c1OCC(=O)Nc1ccccc1,3,-1,1.2,-16,4,11
